TRPV1 ag – HTS Assay for Compounds that Act as Agonists of the Vanilloid Receptor 1; Transient receptor potential cation channel subfamily V member 1 (Homo sapiens), Q8NER1; TRPV1-expressing cells, Fluo-8 calcium influx, agonist mode; activation, % at 8.33 µM; actives 0.19% (n = 320,000); AID 540275, 2011; in the data active means activation above about 80%; inconclusive means between about 30% and that limit; further: 0% is about no effect
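Fluo-8 calcium influx in TRPV1-expressing cells, kinetic read (ex 480/em 520 nm). Compound added and read 3 min for agonist activity, followed by capsaicin at EC20 final and 2 min further read for enhancement.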
KCNH2 3.1 block – qHTS for Inhibitors of KCHN2 3.1: Mutant qHTS; Potassium voltage-gated channel subfamily H member 2, brain isoform KCNH2 3.1 (human); U2OS KCNH2 3.1, thallium flux FluxOr; hits give low values; activity change, % (tested at about 1.8 µM); actives 0.95% (n = 340,000); AID 720553, 2013;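 active means maximum activity change below -70%; inconclusive means maximum activity change from -70% to -50%; inactive means maximum activity change above -50%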;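 further: thallium influx rate constant from kinetic fluorescence after stimulation buffer; on the % scale 0 is the no-effect control and ±100 the full control effect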
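Thallium flux read-out: FluxOr dye with Red40 quencher in HBSS/HEPES, 45 min at RT. Rate constants from kinetic reads were normalized to positive and negative DMSO controls. Cells: U2OS virally expressing the 3.1 isoform.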
Mito fusion act – qHTS Assay for Small Molecule Inhibitors of Mitochondrial Division or Activators of Mitochondrial Fusion | S. cerevisiae fusion-defective mutant growth rescue, CellTiterGlo 48 h | Potency, µM (titrated, usually from 46.1 µM), inactives show top-dose growth rescue (activation), most hits filed as activators | actives 0.23% (n = 320,000) | AID 485298, 2010;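 further: potency means the concentration at half of the fitted maximal effect; % of control where 0% means no effect; nearly all actives have a fitted effect of over 45% in size; temperature-sensitive fusion mutants such as fzo1-1 at 37 °C on non-fermentable ethanol glycerol medium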
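Growth-rescue viability read-out: after 48 h at the non-permissive 37C in glycerol/ethanol YPEG, yeast mitochondrial fusion mutants are measured by CellTiterGlo luminescence; compounds (23 nl pinned per well) restoring growth score as division inhibitors or fusion activators.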
ELG1 DNA repair – qHTS screen for small molecules that inhibit ELG1-dependent DNA repair in human embryonic kidney (HEK293T) cells expressing luciferase-tagged ELG1; HEK293T ELG1-luciferase reporter, luminescence, 16 h; DNA damage induced by 5-fluorouridine; Potency, µM (top dose mostly 46.1 µM), inactives show at the top dose activity change, negative = inhibition, actives largely listed as inhibitors; actives 2.3% (n = 330,000); AID 504467, 2011; further: potency means the concentration at half of the fitted maximal effect; on the % scale 0 is the no-effect control and ±100 the full control effect; nearly all actives have a fitted effect of over 55% in size
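HEK293T cells expressing luciferase-tagged ELG1 (2,000/well) received 5-Fluorouridine plus compound or DMSO for 16 hr at 37 °C. Luciferase was read by ONE-Glo luminescence after 30 min at room temperature.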
A-T KAP1 phos – qHTS Assay for Identifying a Potential Treatment of Ataxia-Telangiectasia. […] A-T fibroblasts, KAP-1 phosphorylation AlphaLISA; neocarzinostatin DNA damage 30 min before lysis. Potency, µM (doses to about 57.5 µM), for inactives: top-dose activation, usual class: activators. actives 0.19% (n = 320,000). AID 485349, 2010; further: potency means the concentration at half of the fitted maximal effect; % of control where 0% means no effect; nearly all actives have a fitted effect of over 45% in size
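ATM-like activity read as KAP-1 phosphorylation via AlphaLISA donor/acceptor antibody pairs after lysis and 6 hr at 25C. Cells were ATM-null patient fibroblasts ([…], hTERT), dosed 60 min, then exposed to the DSB inducer NCS for 30 min.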
TSHR antag – Antagonists of the Thyroid Stimulating Hormone Receptor: HTS campaign; Thyrotropin receptor (Homo sapiens), P16473; TSHR-expressing cells, TSH-stimulated cAMP HTRF, 2 h; hits give low values; activity change, negative = inhibition, % at 11.5 µM; actives 0.2% (n = 330,000); AID 504810, 2011;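 active means activity change below a set negative limit, meaning inhibition stronger than a set level, cut at about -70% in these data; inconclusive means activity change between two set negative limits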; further: on the % scale 0 is the no-effect control and ±100 the full control effect
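Competitive HTRF cAMP read-out (cryptate anti-cAMP antibody, cAMP-d2; 30 min, room temperature) in freshly harvested TSHR cells. Compounds added before TSH at EC80 (4nM final), followed by 2 hours' incubation at 37 deg C.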
KCNH2 WT inh – qHTS for Inhibitors of KCHN2 3.1: Wildtype qHTS. actives 0.37% (n = 340,000). AID 720551, 2013. U2OS, BacMam KCNH2, thallium flux FluxOr; hits give low values. Voltage-gated inwardly rectifying potassium channel KCNH2 (Homo sapiens), Q12809. activity change, % at 1.84 µM;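 active means maximum activity change below -70%; inconclusive means maximum activity change between -70% and -50%; inactive means maximum activity change above -50%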; further: on the % scale 0 is the no-effect control and ±100 the full control effect
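U2OS cells transduced with wild-type KCNH2 virus are loaded with FluxOr dye for 45 min, and thallium flux is measured in kinetic reads before and after stimulation buffer. Rate constants are normalized to DMSO controls.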
TCR act – Activators of T cell receptors: qHTS campaign. AID 504894, 2011. primary human leukocytes, anti-CD3, IL-2 HTRF, 48 h. 330,000 tested, under 10 active. Potency, µM (titrated, usually from 9.22 µM), inactives show top-dose activation of IL-2 secretion, most hits filed as activators; further: % of control where 0% means no effect
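HTRF read-out of IL-2 secretion: europium cryptate donor excited at 320nm, d2 acceptor emission at 665nm. Cells were primary human leukocytes incubated 48 hr with compounds and a-CD3 beads, supplying TCR signal only.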
Eya2 inh – qHTS Assay for Inhibitors of the Phosphatase Activity of Eya2. recombinant Eya2, OMFP fluorescence dephosphorylation (OMFP is methylfluorescein phosphate). Potency, µM (titrated, usually from 76.9 µM), for the others: at the highest dose activity, negative = inhibition, actives largely listed as inhibitors. actives 0.006% (n = 330,000). AID 488837, 2010; further: potency means the concentration at half of the fitted maximal effect; on the % scale 0 is the no-effect control and ±100 the full control effect
Target sequence (O00167 whole entry, looked up): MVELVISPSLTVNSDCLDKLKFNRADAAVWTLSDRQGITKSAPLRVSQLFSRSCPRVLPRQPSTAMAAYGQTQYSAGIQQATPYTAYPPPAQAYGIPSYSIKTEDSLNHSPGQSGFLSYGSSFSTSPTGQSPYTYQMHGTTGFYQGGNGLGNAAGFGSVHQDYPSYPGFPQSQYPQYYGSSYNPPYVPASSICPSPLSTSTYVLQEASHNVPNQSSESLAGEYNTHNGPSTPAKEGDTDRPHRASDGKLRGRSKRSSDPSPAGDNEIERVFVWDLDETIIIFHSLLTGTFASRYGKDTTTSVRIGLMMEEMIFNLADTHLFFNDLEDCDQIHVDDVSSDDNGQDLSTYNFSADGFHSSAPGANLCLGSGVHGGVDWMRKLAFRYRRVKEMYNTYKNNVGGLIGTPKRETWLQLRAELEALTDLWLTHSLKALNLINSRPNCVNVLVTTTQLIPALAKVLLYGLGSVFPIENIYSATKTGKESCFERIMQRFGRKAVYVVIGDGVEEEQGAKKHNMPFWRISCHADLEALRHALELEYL
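Eya2 (0.2 uM) preincubated 10 min at ambient with compound, then OMFP substrate added at 50 uM; 10 min reaction in 50 mM HEPES pH 7.5, 50 mM NaCl, 5 uM MgCl2, 0.05% BSA, 1 mM DTT. Fluorescence read at Ex 485/Em 525 nm.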
USP2a inh – qHTS Assay for Inhibitors of Ubiquitin-specific Protease USP2a Using CHOP2 as the Reporter. USP2 core, Ub-CHOP2 coupled fluorogenic reporter, 485/531. Potency, µM (series often up to 38.3 µM), for the others: at the highest dose activity change, negative = inhibition, most hits filed as inhibitors. actives 0.01% (n = 330,000). AID 463254, 2010;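 further: potency means the concentration at half of the fitted maximal effect; plate controls were DMSO wells for no effect and full inhibition by NEM control for full effect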
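USP2 core (10nM final) preincubated 30min RT with compound in 20mM Tris-HCl pH 8.0, 2mM CaCl2, 2mM beta-mercaptoethanol, 0.05% CHAPS; 25nM Ub-CHOP2 plus 25nM reporter substrate added, fluorescence (Ex485/Em531) read after 60min.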
An asterisk follows results filed as active; [ ] = dose if it differs, or a comment. Unless noted, the call rests on the fitted dose curve; in most records, active means well fitted curve in the direction sought with a large enough effect; inconclusive means small, poorly fitted or top-dose-only effect, or another doubt; inactive means no such curve, though single readings can be large; an effect the other way counts as inactive or inconclusive. The list is partial, so the mix of outcomes need not match the whole.

Preview (two entries):
For CC1CCCCN1Cc1ccc(N)cc1 (stereo not drawn) the results were TRPV1 ag -1, KCNH2 3.1 block 5, Mito fusion act -7%, ELG1 DNA repair 14%, A-T KAP1 phos 0%, TSHR antag 7, KCNH2 WT inh 16, TCR act 13%[46.1 µM], Eya2 inh 2% and USP2a inh 2%.
Screening CSc1oc(-c2ccc(F)cc2)nc1S(=O)(=O)c1ccc(F)cc1 returned KCNH2 3.1 block -6, Mito fusion act -5%, ELG1 DNA repair inconclusive, A-T KAP1 phos 8%, TSHR antag -3, KCNH2 WT inh -1, TCR act 6%, Eya2 inh -2% and USP2a inh 1%.

The listing, repeating the preview:
For CC1CCCCN1Cc1ccc(N)cc1 (stereo not drawn) the results were TRPV1 ag -1, KCNH2 3.1 block 5, Mito fusion act -7%, ELG1 DNA repair 14%, A-T KAP1 phos 0%, TSHR antag 7, KCNH2 WT inh 16, TCR act 13%[46.1 µM], Eya2 inh 2% and USP2a inh 2%.
Screening CSc1oc(-c2ccc(F)cc2)nc1S(=O)(=O)c1ccc(F)cc1 returned KCNH2 3.1 block -6, Mito fusion act -5%, ELG1 DNA repair inconclusive, A-T KAP1 phos 8%, TSHR antag -3, KCNH2 WT inh -1, TCR act 6%, Eya2 inh -2% and USP2a inh 1%.
Cc1cccc(C(=O)N2CCc3ccccc3C2)c1[N+](=O)[O-] was read as TRPV1 ag 6, KCNH2 3.1 block 15, Mito fusion act 7%, ELG1 DNA repair 5%, A-T KAP1 phos -1%, TSHR antag 10, KCNH2 WT inh inactive, TCR act 0%, Eya2 inh -7% and USP2a inh -1%.
For CCC(C)[C@H]1CNC(=S)N1CCc1cccc2ccccc12 (stereo partly drawn) the results were TRPV1 ag 7, KCNH2 3.1 block -13, Mito fusion act 27%, ELG1 DNA repair 2%, A-T KAP1 phos 29%, TSHR antag -8, KCNH2 WT inh -2, TCR act 3%, Eya2 inh -1% and USP2a inh -3%.
Screening Cn1c(=O)[nH]c2c(Cl)nccc21 returned TRPV1 ag 1, KCNH2 3.1 block 10, Mito fusion act 6%, ELG1 DNA repair 2%, A-T KAP1 phos -3%, TSHR antag 8, TCR act -2%, Eya2 inh -2% and USP2a inh 2%.
Screening COc1ccc(C2=NN(Cc3c(F)cccc3Cl)C(=O)CC2)cc1 returned TRPV1 ag 24, KCNH2 3.1 block -4, Mito fusion act 0%, ELG1 DNA repair 10%, A-T KAP1 phos 0%, TSHR antag -9, KCNH2 WT inh -6, TCR act 3%, Eya2 inh 4% and USP2a inh 0%.
For CSc1ccccc1NC(=O)c1cc2ncc(Br)cn2n1 the results were TRPV1 ag 4, KCNH2 3.1 block -3, Mito fusion act -3%, ELG1 DNA repair inconclusive, A-T KAP1 phos -2%, TSHR antag -12, KCNH2 WT inh -9, TCR act -3%, Eya2 inh -14% and USP2a inh 2%.
Screening COc1ccc(NC(=O)C2CCCN(C(=O)Nc3ccc(F)cc3)C2)cc1 (stereo not drawn) returned TRPV1 ag 29, KCNH2 3.1 block 0, Mito fusion act -3%, ELG1 DNA repair -1%, A-T KAP1 phos 0%, TSHR antag -6, KCNH2 WT inh 1, TCR act -14%, Eya2 inh -16% and USP2a inh 1%.
Screening Cc1ccc(S(=O)(=O)NCCc2c[nH]c3ccccc23)cc1 returned TRPV1 ag 7, KCNH2 3.1 block 4, Mito fusion act -3%, ELG1 DNA repair 0%, A-T KAP1 phos 8%, TSHR antag 1, KCNH2 WT inh -2, TCR act 2%, Eya2 inh 3% and USP2a inh -2%.
`CCN1C(=S)N[C@@H](c2cccc(C(F)(F)F)c2)C(C(=O)OC)=C1C` gave TRPV1 ag 3, Mito fusion act -20%, A-T KAP1 phos -7%, TSHR antag 1, Eya2 inh -8% and USP2a inh 1%.
COc1cc(OC)cc(-c2c(C#Cc3ccsc3)c3cc(-c4ccc(OC)cc4F)ccc3n2C)c1 was read as KCNH2 3.1 block 4, ELG1 DNA repair 20%, A-T KAP1 phos 0%, TSHR antag 0, KCNH2 WT inh -10, TCR act -10%, Eya2 inh 13% and USP2a inh -1%.
For Cc1cc(C(=O)COC(=O)c2cccnc2Cl)c(C)n1C the results were KCNH2 3.1 block -3, ELG1 DNA repair inconclusive, A-T KAP1 phos 1%, KCNH2 WT inh 3, TCR act -2%, Eya2 inh 7% and USP2a inh 6%.
CCOc1ccc(-n2ccnc2SCC(=O)Nc2nnc(C)s2)cc1 was read as TRPV1 ag -7, KCNH2 3.1 block 1, Mito fusion act -2%, ELG1 DNA repair -3%, A-T KAP1 phos 2%, TSHR antag -23, KCNH2 WT inh -2, TCR act 1%, Eya2 inh -14% and USP2a inh 2%.
For CCc1nc2cc3sc(CC)nc3cc2s1 the results were TRPV1 ag 6, KCNH2 3.1 block -5, Mito fusion act -6%, ELG1 DNA repair inconclusive, A-T KAP1 phos -3%, TSHR antag -10, KCNH2 WT inh -1, TCR act 4%, Eya2 inh -2% and USP2a inh -1%.
`COc1ccccc1C1SCCN1S(=O)(=O)c1cccc(C(F)(F)F)c1` (stereo not drawn) gave TRPV1 ag 13, KCNH2 3.1 block -4, Mito fusion act -2%, ELG1 DNA repair -2%, A-T KAP1 phos 4%, TSHR antag -8, KCNH2 WT inh 0, TCR act 2%, Eya2 inh -22% and USP2a inh -2%.
For C=CCOc1ccc2nc(NC(=O)OC)[nH]c2c1 the results were TRPV1 ag 1, KCNH2 3.1 block -1, Mito fusion act -5%, ELG1 DNA repair inconclusive, A-T KAP1 phos -2%, TSHR antag 10, KCNH2 WT inh 2, TCR act 1%, Eya2 inh 1% and USP2a inh 0%.
For O=C(NCc1cccnc1)c1ccc([N+](=O)[O-])cc1 the results were TRPV1 ag -2, KCNH2 3.1 block 7, Mito fusion act 3%, ELG1 DNA repair 8%, A-T KAP1 phos -1%, TSHR antag 6, KCNH2 WT inh -6, TCR act -2%, Eya2 inh -6% and USP2a inh -3%.
For O=C(Nc1nnc(S(=O)(=O)Nc2ccccc2)s1)c1ccccc1Cl the results were TRPV1 ag 2, KCNH2 3.1 block -8, Mito fusion act 10%, ELG1 DNA repair 19%, A-T KAP1 phos 5%, TSHR antag -13, KCNH2 WT inh 3, TCR act 2%, Eya2 inh -2% and USP2a inh 1%.
CC(C)CCNC(=S)Nc1ccccc1F was read as TRPV1 ag 1, KCNH2 3.1 block 2, Mito fusion act -3%, ELG1 DNA repair 1%, A-T KAP1 phos 4%, TSHR antag -3, KCNH2 WT inh -7, TCR act 6%[46.1 µM], Eya2 inh 6% and USP2a inh 1%.
CCCN(CC1CC1)C(=O)CCc1nnc(CCc2c[nH]c3ccccc23)o1 was read as TRPV1 ag -7, KCNH2 3.1 block -98*, Mito fusion act -4%, ELG1 DNA repair 4%, A-T KAP1 phos 6%, TSHR antag 2, KCNH2 WT inh 5, TCR act -7%, Eya2 inh 9% and USP2a inh -1%.
Screening CCCN(CCO)Cc1ccc(Br)cc1 returned TRPV1 ag -1, KCNH2 3.1 block 3, Mito fusion act 0%, ELG1 DNA repair -14%, A-T KAP1 phos 2%, TSHR antag 5, KCNH2 WT inh 7, Eya2 inh 3% and USP2a inh -1%.
Screening CN(C)CC(O)COc1cccc(OCC(O)CN(C)C)c1 (stereo not drawn) returned TRPV1 ag 6, KCNH2 3.1 block 4, Mito fusion act 3%, ELG1 DNA repair 16%, A-T KAP1 phos -1%, TSHR antag 7, KCNH2 WT inh -7, TCR act 0%, Eya2 inh -9% and USP2a inh -3%.
`OCCCc1ccc(O)c(O)c1` gave TRPV1 ag 1, KCNH2 3.1 block 7, Mito fusion act -4%, ELG1 DNA repair 11%, A-T KAP1 phos -5%, TSHR antag 6, KCNH2 WT inh -2, TCR act 5%, Eya2 inh 5% and USP2a inh 2%.

Screens deposited in PubChem by National Center for Advancing Translational Sciences (NCATS).
